TexasRed fluor = Total Fluorescence Counterscreen for Inhibitors of the Interaction of Thyroid Hormone Receptor and Steroid Receptor Coregulator 2 | TRb/SRC2 Texas Red total fluorescence interference | Potency, µM (titrated, usually from 106 µM), for the others: at the top dose fluorescence change, negative = quenching | hit rate 0.29% among 280,000; active = well fitted curve in either direction with a large enough effect; inconclusive = small, poorly fitted or top-dose-only effect
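Human TRb ligand-binding domain at 0.6 uM with 20 nM Texas Red SRC2 peptide in Tris buffer containing 1 uM T3 and 5% DMSO, incubated with compound 5 h at ambient temperature. Total fluorescence (555/632 nm) calculated as parallel + 2 × perpendicular.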
RECQ1 inh = qHTS Assay for Inhibitors of RecQ-Like Dna Helicase 1 (RECQ1); RECQ1 DNA unwinding, red fluorescence kinetic read; hit rate 0.54% among 240,000; Potency, µM (titrated, usually from 57.3 µM), for inactives: at the highest dose activity, negative = inhibition, hits mostly inhibitors; ATP-dependent DNA helicase Q1 (Homo sapiens), P46063; AID 2549, 2010;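 also: plate controls were vehicle for no effect and no enzyme for full effect; nearly all actives have a fitted effect of over 30% in size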
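RECQ1T1 50 nM; forked duplex (20 bp + 30-nt ss tails) 200 nM, ATP 2 mM final; pH 8.0, 2 mM MgCl2, 2.5 ug/ml poly(dI-dC); 15 min compound preincubation; discontinuous kinetic read over 2 h at RT.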
aGlu spleen mod = qHTS Assay for Inhibitors and Activators of Human alpha-Glucosidase From Spleen Homogenate; Lysosomal alpha-glucosidase (Homo sapiens), P10253; human spleen homogenate, 4-MU-alpha-glucoside fluorescence; Potency, µM (titrated, usually from 79.9 µM), without a hit: at the highest dose activity change, negative = inhibition, actives largely listed as inhibitors; hit rate 0.006% among 240,000; AID 2112, 2009;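 also: 0% = enzyme with vehicle and -100% = no enzyme basal signal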
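Human spleen homogenate (1 ug) incubated with compounds and 1 mM 4-methylumbelliferyl-alpha-D-glucopyranoside in pH 5.0 citrate/phosphate buffer, 37 C, 40 min. Stopped at pH 10; 4-MU fluorescence (Ex 365/Em 440 nm); AC50 by Hill fit.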
RGS12 GoLoco inh = qHTS Assay for Inhibitors of RGS12 GoLoco Motif Activity (Red Fluorophore) | Gai1:RGS12 GoLoco peptide FP, rhodamine, 10 min | Potency, µM (top dose mostly 61.6 µM), inactives show at the highest dose activity, negative = inhibition, usual class: inhibitors | hit rate 0.44% among 230,000 | Guanine nucleotide-binding protein G(i) subunit alpha-1 (Homo sapiens), P63096; active = well fitted inhibition curve with a large enough effect, not every such curve was filed as active; inactive = no such curve, though single readings can be large or run the other way; also: nearly all actives have a fitted effect of over 30% in size; many of its hits are not listed in these tables
Target sequence (P63096 whole entry, looked up): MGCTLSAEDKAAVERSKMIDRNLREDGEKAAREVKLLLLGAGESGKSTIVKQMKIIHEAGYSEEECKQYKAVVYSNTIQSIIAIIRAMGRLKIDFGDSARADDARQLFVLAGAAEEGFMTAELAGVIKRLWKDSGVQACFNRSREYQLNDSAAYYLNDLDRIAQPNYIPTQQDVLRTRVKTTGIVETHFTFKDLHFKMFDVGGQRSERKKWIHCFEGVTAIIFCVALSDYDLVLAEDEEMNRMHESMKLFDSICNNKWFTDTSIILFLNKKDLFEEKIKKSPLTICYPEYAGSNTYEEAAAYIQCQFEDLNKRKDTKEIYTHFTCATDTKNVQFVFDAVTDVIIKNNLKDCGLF
L3MBTL1 block = qHTS Assay for the Inhibitors of L3MBTL1; Lethal(3)malignant brain tumor-like protein 1 (Homo sapiens), Q9Y468; AlphaScreen L3MBTL1–H3K9me1 peptide binding; Potency, µM (titrated, usually from 57.1 µM), for inactives: at the highest dose activity, negative = inhibition, hits mostly inhibitors; hit rate 0.66% among 230,000; also: nearly all actives have a fitted effect of over 60% in size
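Read-out is AlphaScreen signal from streptavidin donor and nickel chelate acceptor beads (10 ug/mL final each) bridging L3MBTL1 (50 nM) and biotinylated K9-monomethylated H3(1-15) peptide (75 nM), after 30 min compound exposure at room temperature.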
GAA inh = qHTS Assay for Inhibitors of Human alpha-Glucosidase as a Potential Chaperone Treatment of Pompe Disease; Lysosomal alpha-glucosidase (Homo sapiens), P10253; purified human GAA, 4-MU-alpha-glucoside fluorescence; Potency, µM (doses to about 76.9 µM), without a hit: at the top dose activity change, negative = inhibition, hits mostly inhibitors; hit rate 0.005% among 200,000; AID 1466, 2008;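 also: plate controls were uninhibited enzyme wells for no effect and no-enzyme background for full effect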
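Endpoint fluorogenic read: 20 min room-temperature reaction of 4 nM human alpha-glucosidase with 400 uM 4-methylumbelliferyl-alpha-D-pyranoside, pH 5.0, quenched with 1M NaOH/1M glycine pH 10. AC50 from Hill modeling.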
TRb-SRC2 inh = qHTS for Inhibitors of the Interaction of Thyroid Hormone Receptor and Steroid Receptor Coregulator 2; Thyroid hormone receptor beta (Homo sapiens), P10828; TRbeta-SRC2 peptide binding, fluorescence polarization; receptor liganded with 1 µM T3; Potency, µM (top dose mostly 106 µM), without a hit: at the highest dose activity change, negative = inhibition, usual class: inhibitors; hit rate 0.065% among 280,000; AID 1469, 2008;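 also: plate controls were bound peptide for no effect and peptide without receptor for full effect; nearly all actives have a fitted effect of over 50% in size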
Target sequence (P10828 whole entry, looked up): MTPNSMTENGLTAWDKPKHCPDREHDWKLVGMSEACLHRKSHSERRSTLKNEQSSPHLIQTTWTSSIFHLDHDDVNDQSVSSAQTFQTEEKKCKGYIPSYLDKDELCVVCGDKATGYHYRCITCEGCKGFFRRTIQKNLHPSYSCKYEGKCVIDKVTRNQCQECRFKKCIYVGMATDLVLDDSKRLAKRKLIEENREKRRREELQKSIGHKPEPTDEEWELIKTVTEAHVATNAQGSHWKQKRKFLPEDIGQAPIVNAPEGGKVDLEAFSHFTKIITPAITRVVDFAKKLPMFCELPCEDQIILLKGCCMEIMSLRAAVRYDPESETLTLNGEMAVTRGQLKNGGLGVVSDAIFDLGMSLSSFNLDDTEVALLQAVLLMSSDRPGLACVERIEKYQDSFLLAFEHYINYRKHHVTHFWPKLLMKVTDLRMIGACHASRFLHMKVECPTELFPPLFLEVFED
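Each compound concentration gave % activity, normalized to unbound and bound Texas Red SRC2 controls, from polarization read after 5 hr ambient incubation with T3-loaded human TRb LBD.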
GAA glycogen mod = qHTS Assay for Inhibitors and Activators of Human alpha-Glucosidase Cleavage of Glycogen; Potency, µM (top dose mostly 76.4 µM), without a hit: top-dose activity change, negative = inhibition, hits mostly inhibitors; hit rate 0.38% among 300,000; recombinant GAA, glycogen substrate, Amplex Red glucose oxidase fluorescence; Lysosomal alpha-glucosidase (Homo sapiens), P10253; AID 2100, 2009;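 also: 0% = full enzyme reaction and -100% = no-enzyme basal signal; the screen sought inhibitors and activators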
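Recombinant human alpha-glucosidase (4 nM final) hydrolysed bovine liver glycogen (30 ug) for 40 min at 37 C in pH 5.0 citrate/phosphate with 0.01% Tween-20. Released glucose detected by glucose oxidase/Amplex Red, Ex 573/Em 610 nm. Compounds up to 77 uM; AC50 from Hill fits.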
* marks the source's active call; other numbers are inactive results; i = inactive; ? = inconclusive; · = not tested or not shown; & = joins results of further samples; [ ] = another dose, or the depositor's remark. Unless noted, calls follow the shape of the dose curve; as a rule, active = well fitted curve in the direction sought with a large enough effect; inconclusive = small, poorly fitted or top-dose-only effect, or another doubt; inactive = no such curve, though single readings can be large; an effect the other way counts as inactive or inconclusive. Unless noted, % is scaled to controls: 0 for no effect and ±100 for the full control effect; potency is read from the fitted curve at half-maximal effect. The list is partial. The share of hits here may be higher or lower than overall.

SMILES	TexasRed fluor	RECQ1 inh	aGlu spleen mod	RGS12 GoLoco inh	L3MBTL1 block	GAA inh	TRb-SRC2 inh	GAA glycogen mod
Cc1ccc(O)c(NC(=O)C2=CC(c3ccco3)=NS(=O)(=O)N2C)c1	1%	·	·	·	-10%	·	-7%	-8%&0%[76.3 µM]
COC(=O)C1CSC(c2ccc(Cl)cc2)N1C(=O)c1ccccc1 (stereo not drawn)	-3%	1%	10%	-7%	-19%	15%	-4%	16%
Cn1c(=O)c2c(nc(SCCCO)n2Cc2ccccc2Cl)n(C)c1=O	-2%	2%	-2%	-4%	-4%	?	2%	4%
CC1(C)Oc2ccc3ccc(=O)oc3c2-c2cnoc21	-3%	9%	-6%	10µM*	37%[activator]	6%	7%	-7%
CC(=O)c1cc2c(cc1NC(=O)C1CC1)OCO2	-1%	2%	6%	-8%	4%	-6%	-12%	5%
OC(CN1CCOCC1)CN1CCOCC1	0%	-3%	1%	-2%	5%	6%	0%	3%
COC(=O)[C@H](C)NC(=O)/C=C/c1ccc(OC)cc1	0%	-4%	-5%	3%	2%	6%	-7%	18%
O=C1OCCN1/N=C/c1ccc([N+](=O)[O-])o1	2%&-5%&0%	-1%&-5%	-5%&-8%	10%&1%&5%	29%	-11%[15.4 µM]	10%&-1%&-5%	-10%
Cc1cccc(C)c1OCC(O)Cn1nnc2ccccc21 (stereo not drawn)	1%	-14%	0%	-6%	2%	-4%	-7%	0%
Cc1cccc(C2=N[C@@H](CC(C)C)CO2)c1	3%[201 µM]	i	10%[181 µM]	-1%[136 µM]	·	·	-2%[201 µM]	·
O=C(c1cc([N+](=O)[O-])ccc1N1CCCC1)N1CCCCC1	1%	i	1%	13%	-5%	-14%	4%	5%
O=C(CSc1nnc(-c2cccnc2)n1-c1ccccc1)Nc1ccccn1	3%	15%	-1%	-9%	·	-4%	-17%	-8%
CCC(C)c1ccc(O)c(NC(=O)c2ncn[nH]2)c1 (stereo not drawn)	-4%	-14%	-9%	12%	-4%[11.4 µM]	-2%	-6%	?
COCCn1c(SCC#N)nnc1-c1ccc2c(c1)OCO2	-3%	12%	13%	5%	-4%	-2%	-7%	19%
Cc1cc([N+](=O)[O-])nn1Cc1ccc(C(=O)N/N=C/c2ccc(O)cc2O)cc1	-7%	-12%	-13%	11%	-8%	-6%	3%	9%
O=C(O)CCNc1nc(C(F)(F)F)nc2ccccc12	-5%	i	0%	15%	-5%[11.4 µM]	2%	-4%	26%
O=C(NCc1ccco1)C1CC(=O)N(c2ccc(O)cc2)C1 (stereo not drawn)	0%	i	-1%	2%	·	-1%	1%	1%
Cc1cc2nc(-c3cccc(NC(=O)c4ccc(Br)o4)c3)oc2cc1C	-3%	-10%	1%	13%	·	-11%	-1%	-6%
COC(=O)c1sc(N2C(=O)c3oc4ccccc4c(=O)c3C2c2cccc(O)c2)nc1C (stereo not drawn)	-5%	-1%	5%	-5%	·	·	-2%	5%
Cc1occc1-c1nnc(SCC(=O)Nc2ccccc2)n1C	-2%	-3%	-1%	-6%	0%	7%	0%	16%
C=CCN1C(=O)/C(=C/c2ccc(O)c(OC)c2)S/C1=N/c1nccs1	-7%	?	-13%	159%[activator]	-4%	?	9%	-2%
CN(C(=O)COC(=O)c1ccc([N+](=O)[O-])cc1N)c1ccccc1	-1%	0%	2%	2%	·	-2%	5%	7%
C=C1CC[C@H](O)C/C1=C/C=C1\CCC[C@]2(C)[C@@H]([C@H](C)CC[C@@H](O)C(C)(C)O)CC[C@@H]12	0%	-2%	4%	-2%	·	·	-5%	·
Cc1cc(-n2cc(Br)c(=O)[nH]c2=O)nc(-c2ccccc2)n1	0%	-5%	0%	16%	·	·	2%	5%
COc1ccc(CN(C)CC(=O)NC2CCCc3ccccc32)cc1OC (stereo not drawn)	2%	0%	-2%	-3%	·	-2%	-1%	11%
C/C(CC(=O)Nc1ccccn1)=N\NC(=O)C(=O)Nc1cccc(Cl)c1C	2%	4%	-8%	23%	-15%	4%	-5%	-25%
CC(C)CSc1nsc(N)n1	-3%	-15%	-13%	-8%	·	0%	4%	2%
Cn1c(=O)c2cc(S(=O)(=O)NCCC(=O)Nc3ccccc3F)ccc2n(C)c1=O	2%	-6%	0%	0%	1%	-9%	6%	-2%
CC1CCCCN1S(=O)(=O)c1ccc2c(c1)oc(=O)n2CC(=O)O (stereo not drawn)	-1%	i	1%	·	-6%	9%	2%	-7%
COc1ccc(C(=S)NC2CCCCC2)cc1	-6%	-11%	1%	·	2%	5%	1%	2%
CCn1c(=O)c(C(=O)Nc2nc3ccccc3[nH]2)c(O)c2ccccc21	1%	i	3%	9%	5%	1%	9%	4%
COc1ccc(CCNC(=O)CSc2nc3c(c(=O)n(C)c(=O)n3C)n2C(C)C)cc1OC	1%	-15%	-3%	-4%	8%	-1%	-1%	5%
c1cc2nnnn2nc1N1CCCCCC1	-2%	i	-7%	-5%	0%	3%	2%	-17%
O=C(CSC1=NCCS1)NC(NC(=O)CSC1=NCCS1)c1ccccc1	-3%	i	-3%	-4%	0%	-5%	-4%	2%
O=C(/C=C/c1ccc2c(c1)OCO2)c1ccccn1	2%	-18%	3%	10%	·	-3%[15.4 µM]	1%	5%
CCOc1ccc(NC(=S)NNC(=O)c2ccc(Br)cc2)cc1	0%	0%	1%	4%	-2%	-5%	-3%	40µM*

An excerpt from above in order of number of heavy atoms, descending.
SMILES	TexasRed fluor	RECQ1 inh	aGlu spleen mod	RGS12 GoLoco inh	L3MBTL1 block	GAA inh	TRb-SRC2 inh	GAA glycogen mod
COc1ccc(CN(C)CC(=O)NC2CCCc3ccccc32)cc1OC (stereo not drawn)	2%	0%	-2%	-3%	·	-2%	-1%	11%
CC1CCCCN1S(=O)(=O)c1ccc2c(c1)oc(=O)n2CC(=O)O (stereo not drawn)	-1%	i	1%	·	-6%	9%	2%	-7%
CCOc1ccc(NC(=S)NNC(=O)c2ccc(Br)cc2)cc1	0%	0%	1%	4%	-2%	-5%	-3%	40µM*

Next section:
SMILES	TexasRed fluor	RECQ1 inh	aGlu spleen mod	RGS12 GoLoco inh	L3MBTL1 block	GAA inh	TRb-SRC2 inh	GAA glycogen mod
O=C(c1cccs1)N(Cc1cc2ccccc2[nH]c1=O)c1ccccc1	-1%[53 µM]	-19%	3%	5%	7%	-3%	6%[53 µM]	-4%
CS(=O)(=O)Nc1ccc(C2=NN(S(C)(=O)=O)C(c3cccs3)C2)cc1 (stereo not drawn)	0%	-21%	-4%	5%	·	7%	-8%	7%
COc1ccc(N(CC(=O)Nc2c(C)cccc2C)S(=O)(=O)c2ccccc2[N+](=O)[O-])c(OC)c1	0%	-6%	1%	11%	-10%	5%	-2%	-12%
COc1ccccc1S(=O)Cc1ccc(C(=O)NCc2ccccc2Cl)o1 (stereo not drawn)	0%	-8%	-3%	8%	·	-4%	0%	-8%
CN(C)CC(=O)c1ccc(-c2ccccc2)cc1	-7%	-10%	-4%	-6%	-7%	-11%	19%	-2%
Cc1n[nH]c(=O)nc1N1CCc2ccccc2C1	3%	5%	-4%	-3%	·	0%	2%	0%
O=C(Nc1ccc(Cl)cc1)Nc1cccc2nsnc12	2%	3%	-2%	-3%	·	·	-2%	-3%
Cc1ccccc1SCc1noc(C(=O)NCC2CCCO2)c1C(=O)O (stereo not drawn)	-1%	-4%	-4%	3%	7%	6%	-14%	-3%
CCCCCCCn1ccc(O)c(CC(=O)OC)c1=O	-4%	-1%	-7%	10%	28%	6%	2%	5%
COC(=O)c1ccc(C(=O)OC)c(N)c1	1%	-15%	29%	-8%	14%	?	7%	-5%
COc1ccc(N2CCN(C(CNC(=O)C(=O)NCc3cccs3)c3ccco3)CC2)cc1 (stereo not drawn)	-5%	-2%	2%	-6%	-4%	0%	-3%	?
O=S(=O)(Nc1nc2ccccc2nc1N1CCN(c2ccccc2)CC1)c1ccc(F)cc1	-1%	-2%	-8%	27%	-4%	-9%	-8%	0%
COC(=O)c1scc(C)c1NC(=O)CC1NCCNC1=O (stereo not drawn)	0%	-4%	-2%	6%	·	·	-9%	6%
Cc1cnc(NC(=O)c2cccc(S(=O)(=O)N3CC(C)OC(C)C3)c2)s1 (stereo not drawn)	2%	-13%	0%	114%[activator]	-16%	-7%	6%	-3%
COC(=O)C1=C(C)NC(=O)/C1=C\N(C)C	0%	i	2%	-13%	·	-4%	-2%	-2%
CC(=O)/C(=N\Nc1ccc(C)cc1)Sc1nncn1C	-2%	10%	10%	-20%	2%	-6%	-2%	4%
Cc1ccc2c(c1)cc(CN(C(=O)N1CCOCC1)C1CCCC1)c1nnnn12	-2%	-4%	-22%	7%	1%	10%	-2%	17%
COc1ccc(C(=O)NC(=S)Nc2cc(C)ccn2)cc1[N+](=O)[O-]	-1%	-4%	-7%	-2%	5%	9%	-10%	9%
CC(=O)N1c2ccccc2C(C)CC12CCCCC2 (stereo not drawn)	2%	i	6%	13%	1%	-4%	-12%	-12%
Cc1cccc(NC(=O)c2ccc(COc3ccc4ccccc4c3)o2)n1	0%	-13%	2%	4%	-3%	-1%	-11%	-3%
Cc1cc(=O)c2n(Cc3ccccc3Cl)nc[n+]2[nH]1	-1%	0%	3%	9%	-12%	-2%	-19%	5%

Screens (PubChem)
